From PubChem BioAssay
TWEAK-Fn14 inh: blocks TWEAK-Fn14 interaction in a reporter cell assay; TWEAK-stimulated Fn14 reporter cells, luciferase luminescence, 8 h; inhibition, % at 10 µM; hit rate 2% among 360,000; AID 1159606; in the data active = inhibition above about 50%
NOD2-RIPK2 inh: NOD2-RIPK2 protein interaction inhibition | inhibition, % at 4.98 µM | AID 624267 | O43353 | CHO BLA complementation NOD2-RIPK2, CCF4 ratio | hit rate 0.38% among 360,000; in the data active = inhibition above about 21%;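 note: 0% = vehicle only and 100% = reference blocker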
EBV LMP1 NFkB: reduces LMP1-driven NF-kappaB luciferase signal; LMP1-induced NF-kappaB luciferase reporter cells, luminescence; inhibition, % at 12.5 µM; hit rate 0.69% among 350,000; AID 504558; in the data active = inhibition above about 41%;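 note: 0% = neutral control wells and 100% = reference inhibitor control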
COUP-TFII inh: inhibitors of human COUP-TFII (NR2F2); AID 686940; P24468; inhibition, % at 8.6 µM; HEK293T NGFI-A luciferase reporter, luminescence; hit rate 0.7% among 370,000;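 active = inhibition above a per-plate cutoff, mean inhibition of test wells between control levels plus 3 SD, cut at about 38% in these data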;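 note: cells cotransfected with COUP-TFII expression vector driving the NGFI-A reporter; 0% = median of COUP-TF2 test wells and 100% = reporter-only cells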
C8 TRAIL sens: caspase-8 TRAIL sensitization | hit rate 1% among 360,000 | NB7+C8 cells + TRAIL, ATPlite viability luminescence | inhibition (viability loss, TRAIL sensitization), % at 10 µM;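 active = compounds causing at least 50% loss of cell viability in the single-dose screen, relative to plate controls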
SRC2 inh: human SRC2 (NCOA2) inhibition | Q15596 | HEK293 GAL4-SRC2 luciferase reporter, luminescence | inhibition, % at 9 µM | hit rate 0.17% among 370,000 | AID 651957;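 active = inhibition above the mean inhibition of all tested compounds plus 3 SD, set per campaign, cut at about 52% in these data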;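 note: 0% = DMSO treated cells and 100% = cells given Gossypol at 36 µM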
Target sequence (Q15596 whole entry, looked up, the tested form may be a part): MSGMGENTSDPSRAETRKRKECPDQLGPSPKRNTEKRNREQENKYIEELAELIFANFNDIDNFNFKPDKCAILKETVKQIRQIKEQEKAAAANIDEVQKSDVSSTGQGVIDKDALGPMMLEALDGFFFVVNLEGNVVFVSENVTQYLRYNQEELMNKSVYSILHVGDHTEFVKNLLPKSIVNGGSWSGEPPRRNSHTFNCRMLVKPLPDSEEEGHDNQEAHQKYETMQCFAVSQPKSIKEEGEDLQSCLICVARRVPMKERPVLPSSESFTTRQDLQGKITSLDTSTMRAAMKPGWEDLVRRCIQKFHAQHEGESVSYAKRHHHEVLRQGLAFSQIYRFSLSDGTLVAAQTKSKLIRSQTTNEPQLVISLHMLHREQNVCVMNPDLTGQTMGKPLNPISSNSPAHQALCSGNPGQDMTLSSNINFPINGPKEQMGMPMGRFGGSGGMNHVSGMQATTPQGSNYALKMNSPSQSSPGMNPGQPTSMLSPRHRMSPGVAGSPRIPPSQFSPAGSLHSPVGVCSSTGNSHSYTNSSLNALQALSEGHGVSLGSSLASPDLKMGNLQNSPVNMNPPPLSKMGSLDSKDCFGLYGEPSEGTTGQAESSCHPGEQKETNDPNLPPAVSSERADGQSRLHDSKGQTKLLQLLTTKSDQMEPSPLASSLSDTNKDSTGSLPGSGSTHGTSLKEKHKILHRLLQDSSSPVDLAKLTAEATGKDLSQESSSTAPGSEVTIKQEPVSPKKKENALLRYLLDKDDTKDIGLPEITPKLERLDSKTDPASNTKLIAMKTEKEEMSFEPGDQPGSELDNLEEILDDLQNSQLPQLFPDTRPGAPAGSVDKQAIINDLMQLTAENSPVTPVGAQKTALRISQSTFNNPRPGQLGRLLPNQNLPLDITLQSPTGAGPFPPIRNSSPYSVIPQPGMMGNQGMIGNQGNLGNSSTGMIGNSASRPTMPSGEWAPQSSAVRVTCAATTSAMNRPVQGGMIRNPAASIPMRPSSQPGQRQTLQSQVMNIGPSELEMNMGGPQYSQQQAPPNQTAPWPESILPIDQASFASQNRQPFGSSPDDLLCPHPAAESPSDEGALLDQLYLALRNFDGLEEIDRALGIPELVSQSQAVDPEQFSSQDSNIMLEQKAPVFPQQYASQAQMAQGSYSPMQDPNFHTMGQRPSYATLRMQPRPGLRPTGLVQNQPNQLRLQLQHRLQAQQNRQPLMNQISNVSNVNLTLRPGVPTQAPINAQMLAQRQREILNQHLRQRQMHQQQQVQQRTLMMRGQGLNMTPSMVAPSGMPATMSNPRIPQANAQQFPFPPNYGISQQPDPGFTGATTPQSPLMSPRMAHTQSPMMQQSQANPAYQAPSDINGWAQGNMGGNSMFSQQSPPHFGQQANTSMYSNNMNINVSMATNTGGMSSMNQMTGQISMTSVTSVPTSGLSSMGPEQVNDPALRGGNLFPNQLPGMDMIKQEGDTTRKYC
LRH-1 inv ag: inverse agonists of human LRH-1 (NR5A2). inhibition, % at 3.6 µM. hit rate 0.13% among 360,000. O00482. HEK293T StAR-luciferase reporter, LRH-1 transfected, 24 h;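 active = inhibition above the mean inhibition of all tested compounds plus 3 SD, cut at about 73% in these data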;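 note: 0% = DMSO wells and 100% = reporter-only cells lacking LRH-1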
NCOA3 inh: inhibitors of human steroid receptor coactivator 3 (SRC3) | Q9Y6Q9 | HEK293 GAL4-SRC3 luciferase reporter, luminescence | inhibition, % at 3.6 µM | hit rate 0.17% among 360,000;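 active = inhibition above a per-campaign cutoff, the mean of all compounds plus 3 SD, cut at about 60% in these data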;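 note: 0% = DMSO-treated cells and 100% = gossypol-treated cells at 36 µM; higher means less SRC3-driven luciferase light from the GAL4 reporter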
TROY NFkB inh: TROY signaling inhibition; Q293 LMP1-TROYcd NF-kB luciferase reporter, 4 h; inhibition, % at 10 µM; hit rate 0.98% among 360,000;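 active = compounds whose plate-normalised and pattern-corrected inhibition of the luciferase reporter signal at the single screening dose is 50% or more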
NCOA1 inh: inhibitors of human steroid receptor coactivator 1 (SRC1); AID 588354; hit rate 0.12% among 360,000; Q15788; HEK293 GAL4-SRC1 luciferase reporter, luminescence; inhibition, % at 3.6 µM;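 active = inhibition above the campaign mean plus 3 SD, with each screening campaign given its own cutoff, cut at about 60% in these data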;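 note: 0% = DMSO treated cells and 100% = gossypol at 36 µM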
TLR9-MyD88 block: blocks human TLR9 binding to MyD88. Q9NR96+Q99836. CHO BLA complementation TLR9-MyD88, CCF4 FRET ratio. inhibition, % at 4.98 µM. hit rate 0.21% among 340,000;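 active = inhibition above the mean over all tested compounds plus 3 SD, cut at about 21% in these data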;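 note: 0% = DMSO only wells and 100% = clavulanate BLA inhibitor control wells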
Active calls of the source: *; . = not tested or not shown. These rows are one share of the data (hit frequency here may not be typical).

SMILES	TWEAK-Fn14 inh	NOD2-RIPK2 inh	EBV LMP1 NFkB	COUP-TFII inh	C8 TRAIL sens	SRC2 inh	LRH-1 inv ag	NCOA3 inh	TROY NFkB inh	NCOA1 inh	TLR9-MyD88 block
O=C(NC1CC1)C1CCN(C2CCN(C(=O)/C=C/c3ccc(F)cc3)CC2)CC1	6	-10	0	9	2	-42	-26	3	-4	-14	-9
Cc1ccc(S(=O)(=O)c2cc(N3CCOCC3)nc(-c3ccccc3)n2)cc1	-4	3	-8	1	-10	17	-15	-2	-13	13	-7
CCSc1nnc(-c2ccc(OC)cc2)o1	-2	-4	-16	-33	0	-10	-119	-71	-61	-107	-14
Cc1cn([C@H]2C[C@H](O)[C@@H](CNCc3ccc(N4CCN(C)CC4)cc3F)O2)c(=O)[nH]c1=O	6	-4	-18	-15	0	3	10	4	2	3	-11
C=CCn1c(-c2ccccc2)cc(SC)c(C#N)c1=O	12	-6	-2	-7	-4	-11	20	10	-8	8	3
Fc1ccc(CNCc2ccccc2Cl)cc1	0	-4	-4	-5	4	9	13	-3	13	-5	-1
COC(=O)c1ccc(NC(=O)CO/N=C2\CCCc3nonc32)cc1	39	-3	3	14	-12	2	-6	16	5	-13	-11
CCN(C(=O)C1CCCO1)c1ccccc1 (stereo unspecified)	-3	2	0	16	-9	-5	-10	0	3	-32	-2
COc1ccc(N(C(C)=O)S(=O)(=O)c2cccs2)cc1	13	-12	-5	15	6	-38	-2	2	17	-21	-1
CC(Oc1ccc2c(c1)c1ccnc3c4ccccc4c(=O)n2c13)C(=O)NCCN1CCOCC1 (stereo unspecified)	-37	-25	-4	-28	13	-59	17	3	-36	-1	10
CCOC(=O)CSc1nc(N)c(C(=O)Nc2ccc(N(C)C)cc2)s1	-12	8	5	-15	7	-10	10	-15	-1	-3	2
CCC(CC)=NNC(=O)c1ccccc1OCc1ccc(F)cc1	-19	-1	3	-21	-1	4	-15	3	-49	2	-2
O=C(c1cnn2c(C(F)(F)F)cc(-c3cccs3)nc12)N1CCOCC1	-1	4	-15	16	-2	-62	10	-7	-12	-7	1
CC(=O)Nc1ccc(NC(=O)CSCCc2ccccn2)cc1	4	4	0	6	1	-10	-7	-17	-5	-5	0
O=C1COc2ccc(S(=O)(=O)Nc3ccc(F)cc3)cc2N1	7	-8	1	-24	-3	-18	11	12	25	0	-19
O=C1c2ccccc2-c2ccc(C(=O)N3CCOCC3)cc21	-18	-7	-15	-33	9	-8	-12	-4	-16	-1	-13
CCSc1nnc(SCC(=O)NNC(=O)c2ccccc2F)s1	-8	-10	-3	5	4	-3	-1	9	19	-4	0
Cc1nn(C)cc1S(=O)(=O)Nc1ncccn1	-7	12	3	-14	-33	2	-4	12	-12	11	-9
COc1c(S(=O)(=O)N2CCN(C)CC2)ccc(Cl)c1Cl	-2	3	4	-4	1	13	22	-2	5	9	-1
Cn1c(=O)n(Cc2ccc(Cl)cc2)c(=O)c2c1nc1n2CCN1Cc1ccco1	15	12	-5	10	-7	10	-5	13	15	12	-6
COCc1c(Br)c(C)nc(OCC(=O)N/N=C/c2ccc(C)o2)c1C#N	-8	1	0	15	3	-58	-23	16	15	0	-3
CC(c1cccs1)N(C)Cc1nc(CCc2ccccc2)no1 (stereo unspecified)	-12	3	-3	4	-3	-15	13	11	-23	-15	7
Cc1cc(C)cc(-n2c(C)cc(/C=C3\C(=N)N4N=C(CC(C)C)SC4=NC3=O)c2C)c1	23	-9	4	4	-10	10	-22	12	35	-30	-5
CCNC(=S)NCc1ccc(F)cc1	5	2	0	3	-1	-8	3	13	-8	-3	1
O=C(Nc1cc(Oc2ccc(Cl)cc2)cc([N+](=O)[O-])c1)c1ccco1	57*	-5	4	0	8	-10	9	-8	57*	-9	4
O=C(CN1CCOCC1)Nc1nc(-c2ccc(Cl)cc2)cs1	13	-5	4	-11	-3	-9	-12	-4	8	4	-5
C[C@H](CO)N1C[C@H](C)[C@@H](CN(C)S(=O)(=O)c2cn(C)cn2)Oc2c(NS(=O)(=O)c3cccs3)cccc2C1=O	1	5	-10	-5	-7	-12	-1	6	9	-8	0
Cc1ccc(C(=O)NC(=S)NNC(=O)CCN2CCOCC2)cc1	3	-1	-4	3	-5	12	-22	4	-9	3	1
COP(=O)(OC)OC(C(=O)c1ccccc1)c1ccc(Cl)cc1 (stereo unspecified)	.	-2	.	5	-9	-25	6	.	.	.	.
CC(Sc1nnc(-c2ccco2)n1C)C(=O)N1C(C)CCCC1C (stereo unspecified)	-8	10	-6	-2	-15	15	-14	11	6	-17	-5
COc1ccc(-c2cnnc(N/N=C/c3ccc(O)c(O)c3)n2)cc1	-31	-4	-9	-24	11	-15	17	-20	-3	-13	-14
CCOc1ccc(N(CC(=O)NCCc2ccccc2)C(=O)CCC(=O)Nc2nccs2)cc1	4	-1	0	-2	-6	-15	41	6	-7	4	11
COCCNC(=S)N(C)[C@H]1C[C@H]2c3cc(-c4ccccc4)ccc3CCN2C(=O)[C@H]1[C@H](C)O	6	-4	-10	3	2	-26	1	-7	1	-2	10
CCOC(=O)c1ccc(S(=O)(=O)N2CCN(CC(O)COc3cccc(C(C)=O)c3)CC2)cc1 (stereo unspecified)	1	-10	.	7	-12	-22	1	3	-6	11	-6
CCC(=O)Nc1cc(OC)cc(OC)c1	2	-5	-1	4	11	-28	9	19	8	-3	-4
CN(C)C1CN(Cc2cn(Cc3ccccc3)nn2)S(=O)(=O)C1 (stereo unspecified)	8	0	.	7	-6	11	6	.	3	.	.
Cc1cc([N+](=O)[O-])nn1CCC(=O)Nc1nccs1	12	5	-5	2	-1	-12	-5	10	0	2	4
CCc1cccc(NS(=O)(=O)c2c(C)nc3sc(CC)nn3c2=O)c1	12	-6	-16	-1	11	-3	-15	-17	-8	4	-2
O=C(O)CCCn1cc(NC(=O)COc2ccccc2[N+](=O)[O-])cn1	0	8	-2	5	-12	3	21	7	8	-15	.
COC(=O)c1cn(-c2ccccc2)c(C)c1C(=O)OC	4	6	-4	-19	-1	-2	7	3	9	3	15

TWEAK-Fn14 inh: entries above that show a hit.
Structure | TWEAK-Fn14 inh | NOD2-RIPK2 inh | EBV LMP1 NFkB | COUP-TFII inh | SRC2 inh | LRH-1 inv ag | NCOA3 inh | NCOA1 inh | TLR9-MyD88 block
O=C(Nc1cc(Oc2ccc(Cl)cc2)cc([N+](=O)[O-])c1)c1ccco1 | 57* | -5 | 4 | 0 | -10 | 9 | -8 | -9 | 4

Carrying on.
SMILES	TWEAK-Fn14 inh	NOD2-RIPK2 inh	EBV LMP1 NFkB	COUP-TFII inh	C8 TRAIL sens	SRC2 inh	LRH-1 inv ag	NCOA3 inh	TROY NFkB inh	NCOA1 inh	TLR9-MyD88 block
Cc1cc(C)nc(SCC(=O)c2ccc(O)c(O)c2)n1	-26	-12	-15	-6	-1	-15	-29	-48	-27	-15	0
Cc1nc(N2CCN(Cc3ccccc3)CC2)[nH]c(=O)c1C	13	-8	-2	0	-7	6	8	5	3	-20	-8
CC(C)Oc1cccc(C(=O)NC2=NCCS2)c1	-8	8	-13	-31	-12	-76	-120	-117	-15	-101	-6
COc1ccc(S(=O)(=O)c2c(N)n(Cc3ccco3)c3nc4ccccc4nc23)cc1	27	-8	-7	14	-4	17	-19	-4	10	10	-3
COc1cc([C@H]2OC[C@H]3[C@@H]2CO[C@@H]3c2ccc(O[C@H]3O[C@H](CO)[C@@H](O)[C@H](O)[C@H]3O)c(OC)c2)ccc1O[C@@H]1O[C@H](CO)[C@@H](O)[C@H](O)[C@H]1O	9	3	-28	10	4	-16	17	3	-16	-2	-3
COc1ccc(N=C2SC(C(N)=O)CC(=O)N2CCc2ccc(OC)c(OC)c2)cc1 (stereo unspecified)	9	-1	-1	-10	-6	-5	-4	0	8	3	6
COc1ccc(-c2[nH]ncc2CN(C)C(C)c2cccs2)c(F)c1 (stereo unspecified)	-2	0	-2	9	-2	16	14	-1	-1	-12	0
Nc1nc(-c2ccc(C(=O)O)cc2)cs1	-11	0	-3	-5	-8	-20	14	11	-11	-23	3
COc1cccc(OC)c1C(=O)N1CC(C)OC(C)C1 (stereo unspecified)	4	1	4	2	-32	9	0	27	-15	14	3
COc1cc(/C=C/C(=O)OCC(=O)Nc2cc(C)on2)ccc1OCC#N	-2	1	-2	-4	7	-5	17	-4	14	-43	-8
O=C(N/N=C/c1cccn1-c1ccc([N+](=O)[O-])cc1)C(O)c1ccccc1 (stereo unspecified)	3	4	-1	21	9	12	13	18	-7	-30	7
c1ccc2c(-c3nn4nnnc4c4ccccc34)cccc2c1	7	-10	22	9	-8	21	-14	12	3	7	7
Cc1ccc(S(=O)(=O)N2CC3C(=O)C[C@@H](c4ccccc4)N(S(=O)(=O)c4ccc(CCCOCCOCCNC(=O)OC(C)(C)C)cc4)C3CC2c2ccccc2)cc1 (stereo partly specified)	.	5	.	8	16	-33	4	.	.	.	.
CCCCn1nnnc1C(c1cc2ccccc2o1)N1CCN(CC(=O)N2CCCC2)CC1 (stereo unspecified)	-1	-7	.	10	-1	0	11	.	5	.	.
CCNc1nc(NCC)n2c(SCC(=O)c3ccc(C(C)C)cc3)nnc2n1	11	-2	-10	11	1	-19	1	12	7	2	-4
Cc1nnsc1C(=O)NC1CCCc2c1cnn2-c1ccc(C(C)(C)C)cc1 (stereo unspecified)	37	-3	14	65*	24	37	42	23	22	11	-8
O=C(O)C1CCCN1C(=O)Nc1ccc(Cl)cc1 (stereo unspecified)	9	7	-3	2	8	-17	26	17	11	-1	4
CC(C)NC(=O)c1ccc(Sc2ccccc2)c([N+](=O)[O-])c1	-19	1	9	-8	8	-24	19	-4	-14	-6	4
CCCn1c(COc2ccccc2)nc2ccccc21	-3	-6	-3	-13	0	-9	-4	-10	-10	-34	1
CCOC(=O)c1cnc2ccc(OC)cc2c1NCc1ccccc1	1	-4	3	6	14	-5	30	-23	-21	7	-2
COCCNC(=O)c1cc(-c2ccccc2)n(CC2CC(c3ccc(OC)cc3)=NO2)n1 (stereo unspecified)	-14	-3	-18	0	8	3	7	-10	-18	-5	-5
CC(C)(C)OC(=O)N1Cc2ccccc2C[C@H]1C(=O)NCC(=O)NCC1CCCO1 (stereo partly specified)	7	-4	-2	8	25	5	8	1	-24	-13	-4
COc1cc(/C=C(/C#N)C(=O)Nc2ccccc2)c(Br)cc1OCc1ccc(C(=O)O)cc1	-6	-3	0	-2	9	9	-28	-3	17	-12	8
COC(=O)c1ccc2nc(-c3ccc(F)cc3)c(Cc3ccccc3)n2c1	8	10	.	-3	2	-23	-74	-13	-26	-4	.
O=C(O)c1cc(N/N=C/c2ccc(OCc3ccccc3)cc2)ccc1Cl	-26	-5	-24	-20	-20	-26	-11	-32	-35	-109	0
C=C(C)Cn1c(C(C)NC(=O)CCC)nc2ccccc21 (stereo unspecified)	-3	0	1	12	-21	-37	-1	5	-20	-20	-8
O=C(NCCc1nnc2ccc(SCC(=O)N3CCCC3)nn12)c1ccc(F)cc1	-7	-4	1	-11	3	-14	-12	1	17	7	-7
COc1ccc(C(N)CCc2ccco2)cc1 (stereo unspecified)	9	11	-3	2	-30	-4	-6	6	8	-7	5
